hERG rescue = hERG (human) protection from proarrhythmic block; CHO-hERG, FluxOR thallium flux, dofetilide IC70 present; AID 1511; 0.51% of 310,000 active; activation (rescue from dofetilide block), less the hit threshold, % at 10 µM; Q12809;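 active means activation above the mean of controls blocked by dofetilide plus 5 SD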;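 further: thallium influx through hERG after potassium depolarization seen as dye fluorescence rise; in these data hits start at about 4.7%; inactives centre near -7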
KCNQ1 block = inhibitors of human KCNQ1 potassium channel | P51787 | CHO-K1 KCNQ1, FluxOR thallium flux fluorescence; stronger effect = higher value | B-score at 10 µM | 1.3% of 310,000 active | AID 2642;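 active means compounds whose thallium flux B-score, printed positive for inhibition, exceeds three library SD while starting fluorescence stays within three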;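 further: channel opened by potassium depolarization with thallium stimulus after 20 min compound exposure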
KCNK3 block = human KCNK3 channel inhibition, primary screen; O14649; CHO-KCNK3 thallium flux, FluxOR fluorescence; stronger effect = lower value; B-score at 10 µM; 0.84% of 340,000 active; AID 602410;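 active means B-score under library mean minus 4 SD, starting fluorescence ratio at most library mean plus 5 SD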;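 further: more negative B-score means stronger inhibition of thallium flux through KCNK3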
KCNQ1 pot = potentiators or activators of human KCNQ1 potassium channel; P51787; CHO-K1 KCNQ1, thallium flux FluxOR fluorescence; stronger effect = higher value; B-score at 10 µM; 0.35% of 310,000 active; AID 2648;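 active means fluorescence ratio B-score, a plate-corrected score, at least three library SD, with initial intensity B-score within 5 SD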
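Test system: CHO-K1 cells stably expressing KCNQ1 / Medium: assay buffer / Also added: depolarizing K+/Tl+ stimulus, K2SO4 and Tl2SO4 each 12.5 mM in 5x stock / Incubation: 90 min dye loading and 20 min compound exposure, both at room temperature / Signal: thallium influx via FluxOR fluorescence, kinetic imaging / Evaluation: B score of baseline-normalized fluorescence ratio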
DYRK1A inh = Dyrk1A (rat) kinase inhibition; ADP-Glo luminescence, NFATc1 peptide; inhibition, % at 12.5 µM; Q63470; 0.43% of 310,000 active; in the data active means inhibition above about 50%;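 further: plate controls were vehicle with enzyme for no effect and no enzyme for full effect; many of its hits are not listed in these tables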
TRPC4 act = activators of mouse TRPC4 channel; B-score at 10 µM; Q9QUQ5; HEK293 TRPC4beta/mu-opioid, Fluo4 calcium fluorescence; stronger effect = higher value; AID 2237; 0.49% of 310,000 active;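 active means B-score above 5 SD of library B-scores, and initial fluorescence ratio not above library mean plus 5 SD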;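 further: positive B-score marks a calcium rise read as TRPC4 activation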
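Assay system: HEK293 cells stably co-expressing mouse TRPC4beta and mu-opioid receptor / Timing: Fluo4 dye loading 45 min at room temperature, 110 s recording / Signal: Fluo4 calcium-sensitive dye fluorescence, kinetic, 1 Hz baseline / Read-out: integrated baseline-normalised fluorescence ratio, converted to per-well B score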
KCNK9 block = blocks the human KCNK9 two-pore domain potassium channel; Q9NPC2; HEK293 KCNK9, FluxOR thallium flux fluorescence; stronger effect = lower value; 1.2% of 310,000 active; B-score at 10 µM;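 active means ratio B-score over 3 SD below the library mean, with starting fluorescence within 5 SD of its mean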;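 further: negative B-score means less thallium flux so channel inhibition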
TRPC4 potent = allosterically enhances the mouse TRPC4 cation channel | Q9QUQ5 | HEK293 TRPC4beta/mu-opioid, DAMGO EC20, Fluo-4 Ca2+ flux; stronger effect = higher value | B-score at 10 µM | 0.42% of 310,000 active | AID 2227;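 active means B-score of calcium response area above 5 SD of library B-scores, with initial fluorescence ratio within 5 SD of library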;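 further: B-score of integrated fluorescence ratio over time as area under calcium response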
ANO1 activ = activates or potentiates the mouse TMEM16A chloride channel; 0.3% of 340,000 active; B-score at 10 µM; AID 623877; HEK293 TMEM16A/YFP-H148Q/I152L, iodide quench fluorescence; stronger effect = lower value;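 active means fluorescence-ratio B-score plate-corrected deviation score at least 3 library SD below zero, with starting fluorescence score within 5 deviations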;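 further: channel opened by trigger with iodide after compound preincubation; score built on the fluorescence ratio of max minus min over baseline; more negative score means more quench and so TMEM16A activation or potentiation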
Target sequence (Q8BHY3 whole entry, looked up): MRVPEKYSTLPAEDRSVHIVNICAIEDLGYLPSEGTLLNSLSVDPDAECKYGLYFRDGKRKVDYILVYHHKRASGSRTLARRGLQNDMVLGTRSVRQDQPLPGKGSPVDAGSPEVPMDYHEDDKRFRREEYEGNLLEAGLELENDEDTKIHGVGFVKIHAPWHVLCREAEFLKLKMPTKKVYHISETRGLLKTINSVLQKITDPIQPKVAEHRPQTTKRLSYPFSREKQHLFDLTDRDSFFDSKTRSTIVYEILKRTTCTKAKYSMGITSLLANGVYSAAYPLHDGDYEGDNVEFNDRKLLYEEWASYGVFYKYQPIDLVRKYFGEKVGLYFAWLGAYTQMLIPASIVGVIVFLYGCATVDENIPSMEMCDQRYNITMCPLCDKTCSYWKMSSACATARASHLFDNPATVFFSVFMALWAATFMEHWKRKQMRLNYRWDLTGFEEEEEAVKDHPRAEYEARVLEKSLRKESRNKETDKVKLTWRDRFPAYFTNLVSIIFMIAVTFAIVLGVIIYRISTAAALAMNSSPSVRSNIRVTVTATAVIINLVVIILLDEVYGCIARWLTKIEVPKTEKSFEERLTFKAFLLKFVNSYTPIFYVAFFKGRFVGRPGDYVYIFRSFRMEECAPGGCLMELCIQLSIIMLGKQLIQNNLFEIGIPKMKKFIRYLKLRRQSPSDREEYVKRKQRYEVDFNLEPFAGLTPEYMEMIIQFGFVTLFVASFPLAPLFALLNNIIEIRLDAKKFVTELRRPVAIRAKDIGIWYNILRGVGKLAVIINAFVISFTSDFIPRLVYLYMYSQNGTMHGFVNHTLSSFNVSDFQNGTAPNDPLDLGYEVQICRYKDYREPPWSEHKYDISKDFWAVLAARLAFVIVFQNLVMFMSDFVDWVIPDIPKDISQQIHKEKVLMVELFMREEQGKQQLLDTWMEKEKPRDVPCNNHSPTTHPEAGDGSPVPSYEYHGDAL
TMEM16A inh = mouse TMEM16A channel inhibition, primary screen; AID 588511; normalized B-score (activity score, 25-100; higher = stronger inhibition) at 10 µM; 1.2% of 310,000 active; HEK293 TMEM16A/YFP iodide influx fluorescence, ionomycin;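 active means ratio plate-corrected score three or more library SD toward inhibition, starting fluorescence score within five deviations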;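 further: score derived from kinetic fluorescence span divided by baseline fluorescence per well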
HDAC3 inhib = blocks human histone deacetylase 3; 0.15% of 320,000 active; recombinant HDAC3, fluorogenic peptide/trypsin coupled, fluorescence; inhibition, % at 8.3 µM; AID 2718; in the data active means inhibition above about 26%, passing the limit was not always enough; inconclusive means no clear call, values can overlap the other calls
Numbers without * were called inactive; i = inactive; ? = inconclusive; nt = not tested or not shown.

Value order – KCNQ1 block	DYRK1A inh	TRPC4 act	ANO1 activ	KCNK3 block	KCNK9 block	HDAC3 inhib	KCNQ1 pot	TMEM16A inh	TRPC4 potent	hERG rescue
- Cc1cccn2cc(-c3c[nH]c4ccccc34)nc12
    i	35.3	i	i	i	i	-60.5	i	i	i	-4.2
- O=C(Cn1cnc2ccccc2c1=O)NCCC(=O)Nc1ccccc1C(F)(F)F
    i	-0.5	i	i	i	i	4.1	i	i	i	-1.9
- CCOC(=O)C1CCN(C(=O)Cc2c(C(=O)O)n(CC)c3ccccc23)CC1
    i	-3.0	i	i	i	i	-2.9	i	i	i	5.5*
- COc1ccc2[nH]c(=O)c(CN(C(=O)c3cccnc3)c3ccccc3OC)cc2c1
    i	-0.7	i	i	i	i	-7.2	i	i	i	2.8
- NS(=O)(=O)c1ccc(CCNC(=O)CN2CCN(c3cccc(Cl)c3)CC2)cc1
    i	-0.4	i	i	i	i	1.5	i	i	i	-10.7
- O=C(NCC1COCCO1)c1ccc(OC2CCN(CCc3ccccc3)CC2)cc1 (stereo not given)
    i	0.8	i	i	i	i	nt	i	nt	i	-7.8
- N#Cc1ccsc1NC(=O)CN1CCN(c2ccccn2)CC1
    i	7.0	i	i	i	i	5.8	i	i	i	-8.3
- CCc1ccc(C(C(=O)NC2CCCC2)N(C(=O)/C=C/C(=O)Nc2cc(C)on2)c2ccccc2C)cc1 (stereo not given)
    i	2.0	i	i	i	i	1.3	i	i	i	-6.1
- CCOC(=O)C1=C(C)OC(N)=C(C#N)C1c1ccc(O)c(OC)c1 (stereo not given)
    i	51.4*	i	i	i	i	-1.4	i	i	i	-9.6
- CCOc1ccc(-c2nc(C#N)c(NCC3CCCO3)o2)cc1 (stereo not given)
    i	3.7	i	i	i	i	-71.0	i	i	i	-8.1
- Cc1nn(C)cc1C(C)NCc1c(C(=O)N2CCCCCCC2)nc2ccc(Cl)cn12 (stereo not given)
    i	-2.9	i	i	i	i	2.3	i	i	i	-8.6
- COc1ccccc1-c1nc(C#N)c(N2CCC(C(N)=O)CC2)o1
    i	0.8	i	i	i	i	-92.6	i	i	i	-9.7
- Cc1cccc(C)c1NC(=O)C(C)Sc1nnc(C)n1CC1CCCO1 (stereo not given)
    i	-0.3	i	i	i	i	nt	i	nt	i	-7.7
- O=S(=O)(CCSc1nc2ccccc2o1)c1nc2ccccc2s1
    i	-0.4	i	i	i	i	?	i	i	i	-5.9
- O=C1C(=O)N(CCCN2CCOCC2)C(c2cccs2)/C1=C(/O)c1ccc2c(c1)OCO2 (stereo not given)
    i	nt	i	nt	nt	i	nt	i	nt	i	0.9
- Cc1c(NCc2cc(Cl)ccc2O)c(=O)n(-c2ccccc2)n1C
    i	-1.8	i	i	i	i	0.1	i	i	i	-13.9
- COC(=O)c1ccccc1NC(=O)C1CC(=O)N(c2ccc(F)cc2)C1 (stereo not given)
    i	-0.2	i	nt	i	i	-1.9	i	i	i	-14.5
- Cc1ccc(C(=O)O)cc1S(=O)(=O)N1CCC(C(=O)O)CC1
    i	-7.4	i	i	i	i	1.8	i	i	i	-4.0
- CCN1CCN(C(=O)CCN2C(=O)c3ccccc3C2=O)CC1
    i	-3.1	i	i	i	i	1.0	i	i	i	-6.0
- O=C(NNC(=O)C(O)(c1ccccc1)c1ccccc1)C1CC1
    i	6.8	i	i	i	i	-4.0	i	i	i	-2.0

Next compounds follow.
Value order – KCNQ1 block	DYRK1A inh	TRPC4 act	ANO1 activ	KCNK3 block	KCNK9 block	HDAC3 inhib	KCNQ1 pot	TMEM16A inh	TRPC4 potent	hERG rescue
- CCNc1nc(NC(C)C)nc(N(C)C#N)n1
    i	7.2	i	i	i	i	5.6	i	i	i	-8.5
- C/C(=N\NC(N)=O)C1(C)CCCCC1
    i	0.0	i	i	i	i	-0.2	i	i	i	-8.0
- COC(=O)Cn1c(CN2CCOCC2)nc2c1c(=O)n(C)c(=O)n2C
    i	-0.7	i	i	i	i	-0.2	i	i	i	-7.9
- O=C(NC(=S)Nc1ccccc1Cl)c1cncc(Br)c1
    i	1.3	i	i	i	i	-5.9	i	i	i	-2.0
- O=C(COC(=O)COc1ccc2ccccc2c1)NCC(F)(F)F
    i	2.2	i	i	i	i	0.8	i	i	i	-8.4
- Cn1c(CNC(=O)c2ccco2)nnc1SCC(=O)c1ccc(F)cc1
    i	-4.9	i	i	i	i	3.7	i	i	i	-5.9
- CC(=O)NCCc1ccc(S(=O)(=O)NC2OC(=O)c3ccccc32)cc1 (stereo not given)
    i	3.4	i	i	i	i	-4.0	i	i	i	-7.7
- O=C(NCC12CC3CC(C1)CC(CNC(=O)N1CCCC1)(C3)C2)N1CCCC1
    i	nt	i	i	i	i	12.0	i	i	i	-1.4
- Cc1ccc2c(c1)N(C(=O)CSc1nncn1C)C(C)(C)c1ssc(=S)c1-2
    i	8.9	i	i	i	i	6.5	i	i	i	-9.2
- Cc1c(C#N)c2ccccc2n1CC(=O)NCC1CCCO1 (stereo not given)
    i	-1.6	i	i	i	i	-2.5	i	i	i	-3.1
- COc1cnc(N(C)C)nc1Sc1ccc(Cl)cc1
    i	-2.6	i	i	i	i	-14.6	i	i	i	-9.3
- Cc1nn(CCCC(=O)NCc2ccco2)c(=O)c2nn(-c3ccccc3)c(C)c12
    i	4.3	i	i	i	i	1.4	i	i	i	-12.7
- COc1ccc(NC(NC(=O)c2cccnc2)C(Cl)(Cl)Cl)cc1 (stereo not given)
    i	nt	i	nt	nt	i	-1.9	i	i	i	-11.1
- Cc1cc(C)n(CCc2nc(-c3ccco3)cs2)n1
    i	-6.8	i	i	i	i	6.4	i	i	i	-6.5
- N#C/C(=C(/O)c1ccc(-c2cccc([N+](=O)[O-])c2)o1)c1nc2ccccc2s1
    7*	2.5	i	i	i	i	nt	i	nt	i	-10.5
- COc1cccc(Nc2nc(C)nc3c2oc2ccccc23)c1
    i	11.6	i	i	i	i	3.3	i	i	i	-4.4
- O=C(Cn1cccc1)Nc1ccc(OC(F)(F)F)cc1
    i	-4.8	i	i	i	i	-6.1	i	i	i	-11.5
- O=C1CC(c2cccs2)Cc2nc(NCC3CCCO3)ncc21 (stereo not given)
    i	-6.6	i	i	i	i	3.0	i	i	i	1.1
- O=C(Nc1ccc(-c2nc3cc(Cl)ccc3o2)cc1)C1CCCO1 (stereo not given)
    i	3.7	i	i	i	i	-3.7	i	i	i	-13.8
- O=C(NCc1ccc(Cl)cc1)c1ccc(OCC2CCCO2)cc1 (stereo not given)
    i	-8.2	i	i	i	i	8.1	i	i	i	-3.5

Full records, quoted from the list.
`O=C1C(=O)N(CCCN2CCOCC2)C(c2cccs2)/C1=C(/O)c1ccc2c(c1)OCO2` (stereo not given) is listed as KCNQ1 block: i; DYRK1A inh: nt; TRPC4 act: i; ANO1 activ: nt; KCNK3 block: nt; KCNK9 block: i; HDAC3 inhib: nt; KCNQ1 pot: i; TMEM16A inh: nt; TRPC4 potent: i; hERG rescue: 0.9
`CC(=O)NCCc1ccc(S(=O)(=O)NC2OC(=O)c3ccccc32)cc1` (stereo not given) is listed as KCNQ1 block: i; DYRK1A inh: 3.4; TRPC4 act: i; ANO1 activ: i; KCNK3 block: i; KCNK9 block: i; HDAC3 inhib: -4.0; KCNQ1 pot: i; TMEM16A inh: i; TRPC4 potent: i; hERG rescue: -7.7

(further entries)
Value order – KCNQ1 block	DYRK1A inh	TRPC4 act	ANO1 activ	KCNK3 block	KCNK9 block	HDAC3 inhib	KCNQ1 pot	TMEM16A inh	TRPC4 potent	hERG rescue
- Cc1nc2nc(-c3ccco3)[nH]n2c(=O)c1Cc1ccccc1
    i	9.3	i	i	i	i	-1.7	i	i	i	-4.5
- CCOc1ccc2c(c1)c(N=NC(N)=S)c(O)n2C
    i	10.2	i	i	i	i	3.8	i	i	i	-6.1
- Cc1cccc(Nc2cc(=O)[nH]c(=O)[nH]2)c1
    i	nt	i	i	i	i	-2.5	i	i	i	-9.5
- CCOc1ccc(NS(=O)(=O)c2cc3c4c(c2)CCN4C(=O)CC3)cc1
    i	2.3	i	i	i	i	5.7	i	i	i	-8.3
- CCn1c(=O)n(-c2ccc(Cl)cc2)c(=O)c2c3c(sc21)COC(C)(C)C3
    i	-5.6	i	i	i	i	-0.2	i	i	i	-15.9
- CCCCc1nnc(SCCSc2nnc(CCCC)n2N)n1N
    i	4.3	i	i	i	i	10.3	i	i	i	-9.9
- Cn1c(=O)c2c(nc(NCCNC(=O)c3ccco3)n2Cc2ccc(Cl)cc2Cl)n(C)c1=O
    i	3.6	i	i	i	i	-13.3	i	i	i	-8.2
- CCN1C(=O)[C@H]2[C@@H](c3ccc(C)cc3)N3C(=O)N(c4cccc(F)c4)C(=O)[C@@]3(CC)[C@H]2C1=O
    i	2.5	i	i	i	i	-8.4	i	i	i	-7.1
- C[C@@H]1CC2OC(=O)[C@@]3(C)C(=O)CC[C@@](C)(C23)[C@@]1(O)CCc1ccoc1 (stereo not given in full)
    i	-0.6	i	nt	i	i	-3.3	i	i	i	-6.1
- Oc1ccc(/C=N/N(Cc2ccccc2)c2ccccc2)cc1
    i	-3.7	i	i	i	-7.55*	-4.7	i	i	i	-12.3

Arranged by formula weight (smallest number first): part of the list above.
Value order – KCNQ1 block	DYRK1A inh	TRPC4 act	ANO1 activ	KCNK3 block	KCNK9 block	HDAC3 inhib	KCNQ1 pot	TMEM16A inh	TRPC4 potent	hERG rescue
- Cc1nc2nc(-c3ccco3)[nH]n2c(=O)c1Cc1ccccc1
    i	9.3	i	i	i	i	-1.7	i	i	i	-4.5
- C[C@@H]1CC2OC(=O)[C@@]3(C)C(=O)CC[C@@](C)(C23)[C@@]1(O)CCc1ccoc1 (stereo not given in full)
    i	-0.6	i	nt	i	i	-3.3	i	i	i	-6.1
- CCCCc1nnc(SCCSc2nnc(CCCC)n2N)n1N
    i	4.3	i	i	i	i	10.3	i	i	i	-9.9
- CCN1C(=O)[C@H]2[C@@H](c3ccc(C)cc3)N3C(=O)N(c4cccc(F)c4)C(=O)[C@@]3(CC)[C@H]2C1=O
    i	2.5	i	i	i	i	-8.4	i	i	i	-7.1

This is a subset; count on the stated rates, not on these rows.
